Screens as filed in PubChem.
S2 tox: viability counter-screen for ATXN expression inhibitors. S2 cells (HEK-293 line with an ATXN2-luciferase reporter) viability, CellTiter-Fluor protease fluorescence, 24 h. Potency, µM (highest dose often 56.7 µM), most hits filed as cytotoxic. 400,000 tested, 0.49% active. AID 651635; also: potency is read from the fitted curve at half-maximal effect; nearly all actives have a fitted effect of over 40% in size
HT1080-NT tox: kills 2HG-producing HT-1080-NT fibrosarcoma cells; HT-1080-NT fibrosarcoma viability, CellTiter-Glo ATP luminescence, 48 h; AID 686970; Potency, µM (titrated, usually from 46.1 µM), for inactives: top-dose activity, negative = less viability, hits mostly cytotoxic; 360,000 tested, 1.6% active;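 also: NT is the 2HG producing partner of a matched IDH1 knockdown line; potency is read from the fitted curve at half-maximal effect; 0% = DMSO-treated cells and -100% = media-only wells without cells; nearly all actives have a fitted effect of over 55% in size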
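Read-out is CellTiter-Glo luminescence after 10 minutes at room temperature, following 48 hours' compound treatment of HT-1080-NT cells (750 cells/well, RPMI, 5% FBS, 37 degrees C).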
HepG2 viability: counter-screen for TGF-b inhibitors: cytotoxicity in HepG2 cells; HepG2 CAGA-GFP viability, ATP luminescence, 18 h; Potency, µM (doses to about 46.1 µM), for the others: at the top dose activity change, negative = cytotoxicity, most hits filed as cytotoxic; 410,000 tested, 0.76% active; also: potency is read from the fitted curve at half-maximal effect; some results filed as inactive show a strong effect at the top dose
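CellTiter-Glo luminescence gave cytotoxicity after 18 hours at 37 degrees C. The cells were HepG2 CAGA-GFP in 1% FBS DMEM, stimulated with 500 pg/mL TGF-beta after compound addition. %Activity was normalised to no-cell wells (complete cell-killing) and DMSO (no toxicity), and curves were fitted and classified.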
ATXN2 expr inh: ATXN2 expression inhibition; HEK-293 ATXN2-luciferase reporter, luminescence, 24 h; Potency, µM (highest dose often 57 µM), for the others: at the top dose activity change, negative = inhibition, hits mostly inhibitors; 360,000 tested, 0.72% active; AID 1745845; also: potency is read from the fitted curve at half-maximal effect; % is scaled to controls: 0 for no effect and ±100 for the full control effect; nearly all actives have a fitted effect of over 55% in size
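ATXN2-luciferase reporter cells (luciferase flanked by upstream and downstream ATXN2 gene portions) were treated 24 h at 37 °C with compounds at up to 57 uM. SteadyGlo luminescence gave expression; GF-AFC fluorescence gave viability.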
IL1B secr inh: inhibitors of inflammasome signaling (IL-1 beta secretion); activity change, % at 57.5 µM; THP-1 LPS/ATP IL-1B secretion, AlphaLISA, 16 h; hits give low values; AID 743279; 360,000 tested, 4.7% active; in the data active = activity change below about -50%; inconclusive = mostly about -30% to -49%; also: % is scaled to controls: 0 for no effect and ±100 for the full control effect
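Secreted IL-1B measured by AlphaLISA bead assay after 16 h compound exposure of THP-1 cells; compounds (final up to 57.5 uM) added 1 h before LPS (250 ng/mL) and ATP (1.25 mM) stimulation; lower signal means less secretion.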
HT1080 IDH1KD tx: toxicity to HT-1080 IDH1 knockdown cells (counter line); HT-1080 IDH1 knockdown viability, ATP luminescence, 48 h; Potency, µM (top dose mostly 46.1 µM), inactives show top-dose activity, negative = toxicity, hits mostly cytotoxic; 360,000 tested, 2% active;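 also: potency is read from the fitted curve at half-maximal effect; 0% = DMSO wells and -100% = cell-free medium wells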
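Using the IDH1-knockdown HT-1080 line run in the same batch and compound series as the NT line, viability after 48 h at 37 °C was determined by CellTiter-Glo luminescence and expressed as % activity.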
KB-3-1 cytotox: kills parental KB-3-1 adenocarcinoma cells | KB-3-1 viability, CellTiter-Glo ATP luminescence, 72 h | Potency, µM (top dose mostly 46.1 µM), for inactives: top-dose activity change, negative = cytotoxic, usual class: cytotoxic | 400,000 tested, 1.4% active | AID 1347075; also: potency is read from the fitted curve at half-maximal effect; % is scaled to controls: 0 for no effect and ±100 for the full control effect; nearly all actives have a fitted effect of over 60% in size
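Cytotoxicity in the drug-sensitive parental line KB-3-1 was scored as loss of CellTiter-Glo luminescence following 72 h incubation with compound. Values come from curve fitting of normalized concentration-response data.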
SW480 rerep: inducers of DNA re-replication in SW480 colon cancer cells | SW480 DNA re-replication, Hoechst DNA content imaging, 48 h | Potency, µM (top dose mostly 46.1 µM), without a hit: at the highest dose re-replication activation, usual class: activators | 340,000 tested, 1.8% active | AID 624297; also: potency is read from the fitted curve at half-maximal effect; % of control where 0% means no effect; nearly all actives have a fitted effect of over 55% in size
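Image-based DNA-content assay: after two days of treatment, nuclei were labelled with the DNA dye Hoechst and imaged, and hits were compounds raising the count of nuclei showing high fluorescence intensity.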
MCF10A rereplic: induces DNA re-replication in MCF 10a normal breast cells. 350,000 tested, 2.9% active. Potency, µM (series often up to 46.1 µM), inactives show at the top dose activity, positive = re-replication, most hits filed as activators. MCF 10A DNA re-replication, Hoechst nuclear intensity, 48 h; also: potency is read from the fitted curve at half-maximal effect; % of control where 0% means no effect; nearly all actives have a fitted effect of over 50% in size
* marks the source's active call; other numbers are inactive results; i = inactive; ? = inconclusive; . = not tested or not shown; & = joins results of further samples; [ ] = remark or other dose. Unless noted, calls follow the shape of the dose curve; as a rule, active = well fitted curve in the direction sought with a large enough effect; inconclusive = small, poorly fitted or top-dose-only effect, or another doubt; inactive = no such curve, though single readings can be large; an effect the other way counts as inactive or inconclusive.

Compound | S2 tox | HT1080-NT tox | HepG2 viability | ATXN2 expr inh | IL1B secr inh | HT1080 IDH1KD tx | KB-3-1 cytotox | SW480 rerep | MCF10A rereplic
O=C(O)c1ccc2c(c1)C(=O)N(c1ccc(OCc3ccccc3)cc1)C2=O | i | -4.5% | -17.0% | -40.0% | 0.0 | -6.8% | -13.2% | ? | 0.4%
Cc1cc2nc(C(C)(C)C)c(Cc3ccccc3C(F)(F)F)n2c(C)c1Br | ? | ? | . | 0.3% | 47.1 | ? | -8.0% | . | .
O=C(CN1CCN(S(=O)(=O)c2ccc(Cl)cc2)CC1)NC(=O)NC1CCCCC1 | ? | -8.0% | 1.8% | -2.6% | -17.2 | -15.5% | ? | 0.5% | 5.5%
COC(=O)c1ccc(NC(=S)NC2CC3CCC2C3)cc1 (stereo unspecified) | i | ? | -12.5% | 29.5% | 2.9 | ? | 1.7% | -2.1% | ?
NS(=O)(=O)c1cc([N+](=O)[O-])ccc1NCc1cccnc1 | ? | 0.3% | -2.0% | -7.1% | 4.6 | 4.8% | 17.6% | -13.4% | 9.9%
CC(C)CCNC(=O)c1cc(S(=O)(=O)N2CCCCC2)ccc1N1CCOCC1 | i | 10.5% | 4.7% | . | -10.5 | 5.4% | 1.2% | ? | -1.9%
Cc1cccc(C(=O)NCCc2nnc(SCC(=O)Nc3nc(C)cs3)n2C)c1 | i | -1.9% | -21.8% | 2.1% | 31.4 | 1.7% | 21.2% | -12.0% | 4.9%
CCc1ccc(C(=O)NNc2ccccc2F)cc1 | i | ? | 17.3% | -33.1% | ? | ? | -15.0% | ? | ?
COc1ccc(CCN2C(=O)CCC2(C)C(=O)NC2CCCC2)cc1OC (stereo unspecified) | i | 10.2% | -0.6% | 1.1% | -6.0 | -5.4% | 9.2% | -0.7% | -3.0%
CC(C)C(NC(=O)C12CC3CC(CC(C3)C1)C2)C(=O)N/N=C/C1=C(N2CCOCC2)C(=C\c2cccc([N+](=O)[O-])c2)/CC1 (stereo unspecified) | i | 6.7% | 4.7% | 5.3% | -14.5 | 1.1% | -1.8% | ? | 19.0%
Cc1cc(NS(=O)(=O)c2ccc(NC(=O)Cc3ccccc3)cc2)nc(C)n1 | i | 20.7% | -14.6% | 3.9% | -2.9 | 13.1% | -8.0% | -12.3% | -13.3%
COc1ccc(C(=O)CSc2nc(-c3ccccn3)nc(C)c2Cl)cc1 | i | ? | -10.5% | -8.5% | -12.2 | ? | 0.0% | ? | ?
CCCCN(CCCC)S(=O)(=O)c1c(C)[nH]c(=O)[nH]c1=O | ? | 12.6% | 3.1% | -21.9% | 16.1 | 0.0% | 1.3% | -3.6% | -3.3%
CC(=O)c1ccc(S(=O)(=O)Nc2cc3c(cc2C(C)=O)OCO3)cc1 | i | -0.2% | -5.7% | -0.4% | 8.2 | -1.0% | 2.7% | -10.1% | ?
CC(C)n1ncc2c(C(=O)NCCc3ccc(S(N)(=O)=O)cc3)cc(C3CC3)nc21 | i | -0.5% | 0.1% | -8.8% | -13.1 | -3.5% | 1.0% | 2.3% | 8.1%
O=C(COC(=O)/C=C/c1ccc(Cl)cc1)NC1CC1 | i | 0.4% | 3.4% | -6.5% | ? | -0.3% | -9.2% | -7.9% | 2.5%
Cc1cc(C)n2nc(S(=O)(=O)NC(C)(C)C)nc2n1 | i | 8.5% | 19.4% | -2.9%[11.3 µM] | 29.1 | -20.6% | 7.2% | -5.6% | 0.1%
COc1ccc(C2C3CCCCC3(O)CCN2C(=O)c2cccs2)cc1 (stereo unspecified) | i | 4.2% | 8.2% | 6.6% | 0.1 | 5.9% | 11.7% | ? | 0.3%
CN(CCCN1CCOCC1)Cc1nc(-c2ccccc2)no1 | i | 3.0% | 0.3% | 5.1% | 17.4 | 3.3% | -4.0% | -2.4% | ?
COCCCNC(=O)c1ccc(N(C)S(C)(=O)=O)cc1 | i | 1.9% | -2.2% | 3.4% | -2.1 | 1.5% | -7.5% | -2.2% | 4.9%
Cc1cccc([C@H]2[C@@H]3C=CCC[C@@H]3C(=O)N2Cc2ccccc2)c1 | i | 13.6% | -9.1% | -2.8% | 22.0 | -0.7% | 16.0% | 5.6% | ?
CC(=O)Nc1ccc(NC(=O)CCn2nnc3ccccc32)cc1 | i | -0.4% | 0.9% | 8.2% | -10.5 | 11.2% | -1.1% | -6.1% | -0.3%
O=C(N/N=C/c1cc2ccccc2nc1Cl)/C(=C/c1cccs1)NC(=O)c1ccccc1 | i | -12.7% | 3.4% | 2.9% | 19.0 | -9.1% | ? | 5.5% | 2.3%
COc1ccccc1C1CCCN1Cc1nc(-c2ccc(C)s2)oc1C (stereo unspecified) | . | -14.0% | -20.2% | -4.5% | 0.0 | ? | -4.5% | -1.3% | ?
CC1CCN(C(=O)CSc2nnc(-c3cccnc3)o2)CC1 | i | -7.0% | 6.2% | -3.5% | 10.3 | 3.3% | 1.1% | -10.5% | -1.8%
Cc1ccc(-n2nc3c(c2NC(=O)CC(C)C)CS(=O)C3)cc1 (stereo unspecified) | i | 1.9% | 0.4% | 1.1% | 9.3 | 0.8% | 0.1% | -2.9% | -2.1%
CCOC(CCn1c(SCc2cccc([N+](=O)[O-])c2)nc2ccccc2c1=O)OCC | i | ? | -3.2% | -15.3% | -28.7 | -27.9% | -35.7% | 6.2% | 14.7%
Cc1ccc(NC(=O)c2ccc(-c3ccccc3)s2)cc1 | i | . | -1.1% | 26.8% | . | . | 17.1% | . | .
Cc1c(OCc2nn[nH]n2)ccc2c3c(c(=O)oc12)CCC(C)C3 (stereo unspecified) | i | -19.0% | -10.8% | -3.8% | 9.0 | -15.4% | 2.0% | -4.9% | 11.4%
CCN(CC)c1ccc(N2C(=O)/C(=C\c3cccs3)SC2=S)cc1 | i | 8.9% | -0.5% | -3.0% | 7.2 | 12.4% | 4.4% | -3.1% | -12.9%
COc1ccc(CCN(C)C(=O)c2c(C)nn(CC(C)C)c2Cl)cc1OC | ? | -1.0% | -13.8% | -2.3% | -10.6 | -1.7% | -10.4% | 0.8% | 2.1%
O=c1c2ccccc2ncn1CCOCCOc1ccc([N+](=O)[O-])cc1 | i | 2.6% | -1.8% | . | 12.6 | -1.4% | 1.4% | -0.5% | 0.2%
NC(=S)N/N=C/c1cccnc1 | i | . | . | -4.0% | . | . | . | -5.9% | -0.5%
CCS(=O)(=O)c1nc(S(=O)(=O)c2ccc(Cl)cc2)c(NCCCN2CCCC2=O)s1 | i | 7.1% | 2.5% | -7.0% | -23.5 | 7.9% | -4.2% | -20.7% | 3.5%
Nc1nonc1-n1nnc(C(=O)N/N=C/c2cccc(Cl)c2)c1CSc1ccccc1 | i | -1.4% | 1.4% | -2.5% | 6.1 | 8.5% | -4.9% | 4.0% | 8.1%
CCN(CC)CCNc1cc(C)c(C#N)c2nc3ccccc3n12 | i | 6.2% | -10.0% | -24.9% | -4.8 | 0.5% | ? | -0.3% | 2.2%
CCn1c(-c2c[nH]c3ccccc23)n[nH]c1=S | i | -2.3% | 3.3% | -1.5% | -4.9 | 5.1% | -15.4% | -1.4% | -5.8%
O=C(COc1ccc(-c2ccccc2)cc1)N1CCN(S(=O)(=O)Cc2ccccc2)CC1 | i | -22.9% | -16.7% | -20.6% | 21.6 | ? | 3.66µM* | ? | 1.1%
Cn1c(Cc2cccs2)nnc1SCC(=O)Nc1ccc(F)cc1F | i | 10.8% | 4.5% | -19.6% | 25.4 | 11.2% | 1.2% | -7.2% | -4.0%
Cc1ncc(CO)c2c1Oc1nc(-c3ccccc3)nc(SCC(=O)N3CCOCC3)c1C2 | i | -13.9% | -11.6% | -1.8% | -11.1 | -9.5% | -5.7% | -3.1% | 0.0%
Clc1ccc(-c2cnn3c(-c4ccncc4)ccnc23)cc1 | i | 6.2% | -19.7% | . | 23.6 | 5.4% | -7.2% | -3.8% | 9.3%
Brc1cccc(-c2cnc3n2CCCCC3)c1 | i | -2.6% | -37.8% | -29.8% | -15.3 | -12.0% | -2.4% | -0.3% | 24.0%
COc1ccc(-n2c(=O)c3sc4ccccc4c3n(CC(=O)Nc3cccc(C)c3)c2=O)cc1 | i | . | -18.4% | 22.7% | . | . | -1.1% | . | .
CCN1CCN(c2ccc(NC(=O)c3cc(S(=O)(=O)N4CCCC4)ccc3Cl)cc2)CC1 | i | -1.7% | -30.2% | . | 20.7 | -1.0% | -15.0% | -20.2% | 5.6%
Cn1c(N)c(C(=O)COC(=O)C2CC(=O)N(Cc3ccccc3)C2)c(=O)n(C)c1=O (stereo unspecified) | ? | 7.0% | -12.0% | -4.1% | 9.9 | 12.2% | -4.3% | ? | -28.7%
Cc1nc(-c2ccncc2)sc1C(=O)Nc1ccc(Cl)cc1 | i | 0.8% | 28.6% | -16.3% | -6.8 | 1.3% | -9.6% | -115.9%[inhibitor] | 0.8%
Cc1cccc(NC(=O)C2CC(O)CN2C(=O)OCc2ccccc2)c1 (stereo unspecified) | i | -4.7% | -15.8% | -2.5% | 6.2 | -1.3% | 16.0% | -5.3% | -5.9%
CCOC(=O)N1CCC(Nc2c(NCCN3CCN(c4ccccc4F)CC3)c(=O)c2=O)CC1 | i | 0.0%&-8.0% | 7.1%&0.2% | -2.5%&-2.1% | 2.9&21.4 | 8.1%&3.0% | -0.3%&-7.0% | -11.3%&-0.5% | ?
Cc1cccc(NC(=O)c2cccc(S(=O)(=O)Nc3c(C)n(C)n(-c4ccccc4)c3=O)c2)c1 | ? | 1.1% | 4.6% | -2.7% | -6.2 | 2.7% | 7.8% | -1.9% | 0.5%
Cc1ccc(S(=O)(=O)CC(=O)NC(C)(C)C)cc1 | i | 3.9% | -3.8% | 4.1% | 8.1 | -7.0% | 0.4% | -3.0% | 8.0%
